Screens deposited in PubChem by The Scripps Research Institute Molecular Screening Center.
OXTR agonist – agonists of human oxytocin receptor. activation, % at 3 µM. actives 0.32% (n = 320,000). P30559. AID 2435. CHO-OTR cells, Fluo-8 calcium fluorescence; normalized: DMSO 0%, oxytocin 100%;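 active = activation above the mean of all tested compounds plus 3 SD, cutoff set per screening run, cut at about 20% in these data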;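 note: peak over basal fluorescence ratio from a 100 s FLIPR kinetic read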
Target sequence (P30559 whole entry, looked up): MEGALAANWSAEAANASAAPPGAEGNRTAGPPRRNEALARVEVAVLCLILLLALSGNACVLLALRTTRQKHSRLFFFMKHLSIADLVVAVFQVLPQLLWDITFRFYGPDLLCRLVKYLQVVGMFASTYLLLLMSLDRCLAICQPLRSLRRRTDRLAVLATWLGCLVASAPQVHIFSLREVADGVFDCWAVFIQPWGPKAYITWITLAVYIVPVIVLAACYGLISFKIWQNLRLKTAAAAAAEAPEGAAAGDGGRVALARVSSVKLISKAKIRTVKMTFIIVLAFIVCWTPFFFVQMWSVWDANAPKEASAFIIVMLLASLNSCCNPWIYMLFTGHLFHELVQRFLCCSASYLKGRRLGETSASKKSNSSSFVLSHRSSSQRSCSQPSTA
An asterisk follows results filed as active. A portion of the library, so the mix of outcomes need not match the whole.

SMILES	OXTR agonist
COc1cc(CC(=O)OCC(=O)NCc2ccc(C)cc2)cc(OC)c1OC	-1.6
C[C@H](NC(=O)c1nc[nH]c1C(=O)OCc1ccccc1)c1ccccc1	2.8
CSCCC(NC(=O)c1ccco1)C(=O)Nc1ccc(C)cn1 (stereo not given)	0.1
COc1ccc(NC(=O)Cn2c(C)csc2=O)c(OC)c1	1.8
Cc1ccc(N(C)S(=O)(=O)c2cccc(C(=O)Nc3ccc(N4CCOCC4)cc3)c2)cc1	4.2
COc1ccc(N2CC(NS(=O)(=O)c3ccc(F)cc3)CC2=O)cc1 (stereo not given)	0.3
O=C(CC1OC(=O)c2ccccc21)Nc1cc(Cl)ccc1N1CCOCC1 (stereo not given)	-1.1
COc1ccccc1NS(=O)(=O)c1ccc(/C=C/C(=O)N2CCN(C(C)=O)CC2)cc1	0.5
COc1ccc([C@H]2CC(=O)C=C(c3cccc(OCc4ccccc4)c3)C2)cc1	4.8
CN(C)S(=O)(=O)c1cccc(COC(=O)c2cc([N+](=O)[O-])ccc2N2CCOCC2)c1	2.3
CCn1nc(C(=O)N2CCN(Cc3nc4ccccc4s3)CC2)c2ccccc2c1=O	0.6
CC1(C)C(=O)Nc2ccccc2N1C(=O)COc1ccc(C#N)cc1	3.7
O=C(NCCCN1CCOCC1)c1cc(-c2ccco2)nc2ccccc12	2.9
CNC[C@@H]1Oc2c(NC(=O)Nc3ccccc3)cccc2C(=O)N([C@@H](C)CO)C[C@H]1C	1.5
COc1ccc(NC(=O)CN(C)C(=O)c2ccc(NS(=O)(=O)c3ccc(F)cc3)cc2)cc1	-0.1

Part of the list above, comma-delimited.
Molecule,OXTR agonist
COc1ccc(NC(=O)Cn2c(C)csc2=O)c(OC)c1,1.8
Cc1ccc(N(C)S(=O)(=O)c2cccc(C(=O)Nc3ccc(N4CCOCC4)cc3)c2)cc1,4.2
COc1ccc(N2CC(NS(=O)(=O)c3ccc(F)cc3)CC2=O)cc1 (stereo not given),0.3
O=C(CC1OC(=O)c2ccccc21)Nc1cc(Cl)ccc1N1CCOCC1 (stereo not given),-1.1

Next entries follow.
SMILES	OXTR agonist
C[C@H](CO)N1C[C@H](C)[C@@H](CN(C)C(=O)Nc2ccc3c(c2)OCO3)Oc2c(cccc2N(C)C)C1=O	-0.2
COc1cccc(-c2ncc3ccccc3c2COC(=O)c2ccco2)c1	-1.0
C[C@H](CO)N1C[C@H](C)[C@@H](CN(C)S(=O)(=O)c2cn(C)cn2)Oc2ccc(NC(=O)C3CCCCC3)cc2C1=O	0.1
Cc1ccc(S(=O)(=O)N2CCC(C(=O)NCCCN3CCCC3=O)CC2)cc1	0.1
Cc1noc(C)c1NC(=O)Nc1cccc2c1O[C@@H](CN(C)C(=O)Nc1ccc3c(c1)OCO3)[C@@H](C)CN([C@H](C)CO)C2=O	1.5
CC(C)Oc1ccc(S(=O)(=O)N2CCOCC2)cc1NC(=O)C1CCCCC1	-1.2
CN(C)CCCNC(=O)CC1C[C@H](C(=O)N2CCOCC2)[C@@]2(CCC3CCCC3)c3[nH]c4ccccc4c3CCN2C1=O (stereo not given in full)	-0.5
CC1CCCC(NC(=O)COC(=O)c2ccc(Br)o2)C1C (stereo not given)	1.0
CN(C)C(=O)c1ccc(NC(=O)c2cccc(S(=O)(=O)N3CCCc4ccccc43)c2)cc1	0.8
COc1cccc(CN(C)C(=O)CCN=C2NS(=O)(=O)c3ccccc32)c1OC	1.8
OC[C@H]1OC(O)C[C@@H](O)[C@@H]1O (stereo not given in full)	0.2
Cc1noc(C)c1NC(=O)N(C)C[C@H]1Oc2c(NC(=O)Nc3ccc(C(F)(F)F)cc3)cccc2C(=O)N([C@H](C)CO)C[C@@H]1C	1.7
Cc1cccc(N2CC(C(=O)NCC3COc4ccccc4O3)CC2=O)c1C (stereo not given)	0.8
CCCC[C@@H]1CNCCN1CCCc1cc(OC)c(OC)c(OC)c1	-0.3
Cc1cccc(C)c1NC(=O)CNC(=O)CNC(=O)c1ccc2c(c1)OCO2	0.5

Three entries from above, ordered by SMILES length, lowest first:
SMILES	OXTR agonist
COc1ccc(N2CC(NS(=O)(=O)c3ccc(F)cc3)CC2=O)cc1 (stereo not given)	0.3
COc1ccc(NC(=O)CN(C)C(=O)c2ccc(NS(=O)(=O)c3ccc(F)cc3)cc2)cc1	-0.1
C[C@H](CO)N1C[C@H](C)[C@@H](CN(C)C(=O)Nc2ccc3c(c2)OCO3)Oc2c(cccc2N(C)C)C1=O	-0.2

Next results:
SMILES	OXTR agonist
NC(=O)c1ccccc1OCC(=O)Nc1cccnc1Cl	1.4
COc1ccc(CCNC(=O)COC(=O)CSc2ccc([N+](=O)[O-])cc2)cc1OC	5.9
COc1ccc(CCNC(=O)Cc2ccc(NS(=O)(=O)c3ccc(F)cc3)cc2)cc1OC	-1.2
Cc1ccn2c(=O)c(C(=O)NC3CCCCC3C)c(O)nc2c1 (stereo not given)	-0.8
CC(Oc1ccc(Br)cc1)C(=O)NCC1(N2CCCCC2)CCCCC1 (stereo not given)	0.4
COc1ccc(CNC(=O)COC(=O)CN2C(=O)NC3(CCCC3)C2=O)cc1	-0.4
Nc1cccc(C#Cc2ccc3c(=O)c4ccccc4oc3c2)c1	-1.1
CCCc1cc(=O)[nH]c(SCC(=O)N(C)CC(=O)Nc2ccc(F)cc2)n1	0.2
COc1ccccc1C(=O)COC(=O)CNC(=O)c1ccc(Br)o1	-0.7
CCOC(=O)C1=C(c2ccc(O)cc2)NC(=O)NC1C (stereo not given)	-0.4
CC(OC(=O)CNS(=O)(=O)c1ccc(C#N)cc1)C(=O)Nc1ccc(Cl)cn1 (stereo not given)	-0.8
Cc1c(C(=O)N2CCCCC2)oc2ccc(Br)cc12	-2.5
CCN(C(=O)c1c(C)noc1C)c1c(N)n(Cc2ccccc2)c(=O)[nH]c1=O	0.5
C=CC[C@H](CC(=O)N(CCO)Cc1ccccc1)C(=O)N[C@@H](COC(=O)[C@@H](CC=C)Cc1ccc(F)cc1)Cc1c[nH]c2ccccc12	2.2
O=C(OCC(=O)N1CCOCC1)c1cc(-c2ccccc2)nc2ccccc12	-1.9
N#Cc1ccc(Oc2ccc(S(=O)(=O)N3CCCC3)cn2)cc1	1.4
CN(C)CCN(C(=O)C1CCN(S(=O)(=O)c2cccs2)CC1)c1nc2ccccc2s1	1.1
Cc1ccc(C(C)NC(=O)COC(=O)C2=COCCO2)cc1C (stereo not given)	-0.2
CCN(CC)C(=O)[C@H]1CC(CC(=O)NCc2ccco2)C(=O)N2CCc3c([nH]c4ccccc34)[C@]12C (stereo not given in full)	-1.5
COC(=O)CCNC(=O)CCc1ccc(S(=O)(=O)N2CCCCCC2)cc1	1.6
Cc1ccc(C)c(OCC(=O)NNC(=O)CSC(=S)N2CCCC2)c1	0.3
O=C(Nc1ccc(F)c(F)c1)C1CCCCC1	2.3
CCN1CCN(c2ccc(N3CCN(S(=O)(=O)c4ccc(C)c([N+](=O)[O-])c4)CC3)nn2)CC1	-0.6
O=c1c2ccccc2nc(/C=C/c2ccc(Br)cc2)n1CCO	-2.3
Cc1ccccc1OCC(=O)OCC(=O)NC1CC1	1.2
COc1ccc(OCC(=O)NCc2n[nH]c(=O)c3ccccc23)cc1	0.0
CCN(CC)CCn1c2c(c(SCC(=O)Nc3nc4ccc(C)cc4s3)nc1=O)CCC2	-0.7
O=C(C(=O)N1CCN(Cc2ccccc2)CC1)c1c[nH]c2ccccc12	3.6
COc1ccc(C(=O)NNC(=O)C(NC(=O)c2cc(OC)cc(OC)c2)C(C)C)cc1 (stereo not given)	-0.9
CC(=O)Nc1ccc(S(=O)(=O)N(C)CC(=O)NNC(=O)c2cccs2)cc1	0.4
CCC(CO)Oc1cc(NCc2ccc(F)cc2)c2ncn(C(C)C)c2c1 (stereo not given)	1.4
CCCCCN(C(=O)CCC(=O)OCC(=O)c1ccc(C(C)CC)cc1)c1c(N)n(CCCC)c(=O)[nH]c1=O (stereo not given)	-0.4
O=C(COC(=O)c1ccc(S(=O)(=O)N2CCCC2)cc1)Nc1cccc(Cl)c1	13
CCOc1ccccc1OCCCC(=O)Nc1ccc(Cl)c(S(=O)(=O)N2CCOCC2)c1	4.6
CCN(C(=O)c1ccc(=O)n(C)n1)c1c(N)n(Cc2ccccc2)c(=O)[nH]c1=O	1.3
CN(C(=O)c1cc2ccccc2o1)c1c(N)n(Cc2ccccc2)c(=O)[nH]c1=O	0.8
O=C(NC1CC1)c1cccc2c1C(=O)c1ccc(N3CCC(Cc4ccccc4)CC3)cc1S2(=O)=O	15
COc1cc(-c2cc(C(=O)OCC(=O)NC3CC3)c3ccccc3n2)cc(OC)c1OC	0.9
CCN1CCN(S(=O)(=O)c2ccc(Cl)c(C(=O)NC3CCC(C)CC3)c2)CC1 (stereo not given)	-1.7
COc1cccc(N2CC(NS(=O)(=O)c3ccc(Cl)cc3)CC2=O)c1 (stereo not given)	4.0
CC(C)(Oc1ccc(Cl)cc1)C(=O)OCc1nc2ccsc2c(=O)[nH]1	-1.7
O=C(Nc1nc(-c2cc(F)ccc2F)cs1)c1cccc(N2C(=O)CCC2=O)c1	6.8
COc1ccc(C(CNC(=O)c2ccc(NS(=O)(=O)c3ccc(F)c(C)c3)cc2)N2CCOCC2)cc1 (stereo not given)	-0.3
O=C(Nc1ccc2nc3n(c(=O)c2c1)CCCC3)c1cncc(Br)c1	0.0
O=[N+]([O-])c1cccc(S(=O)(=O)Nc2ccc3cn[nH]c3c2)c1	0.7
COc1ccc(/C=C(\C#N)C(=O)OCC(=O)N(C)C2CCS(=O)(=O)C2)cc1 (stereo not given)	3.1
OC[C@H]1O[C@H](OC[C@H]2OC(O)[C@H](O)[C@@H](O)[C@@H]2O)[C@H](O)[C@@H](O)[C@@H]1O (stereo not given in full)	-0.5
CCN(CC(=O)Nc1ccccc1OC)C(=O)c1ccc(N(C)S(=O)(=O)c2ccc(C)cc2)cc1	0.8
Cc1onc(-c2ccccc2)c1C(=O)NCC(=O)Nc1cc(Cl)ccc1Cl	-1.5
CC1CCN(c2ccc3c(c2)S(=O)(=O)c2cccc(C(=O)NCc4cccc(F)c4)c2C3=O)CC1	50*
CCOC(=O)N1CCN(C(=O)COC(=O)c2ccc(N(C)C)cc2)CC1	0.6
CCN1C(=O)[C@H]2[C@@H](c3ccc(SC4CCCCC4)c(OC)c3)N[C@@](Cc3ccccc3)(C(=O)OC)[C@H]2C1=O	-0.9
Cc1ccc(-c2cc(C(=O)Nc3ccncc3)c3ccccc3n2)cc1	-1.3
CN(C)S(=O)(=O)c1ccc(Cl)c(NC(=O)COC(=O)/C=C/c2ccc3ccccc3n2)c1	2.6
Cc1ccc(NC(=O)CCNS(=O)(=O)c2ccc(Br)cc2)cc1S(=O)(=O)N1CCOCC1	-1.2
Cc1cccc(NS(=O)(=O)c2ccc(C(=O)N3CCC3)cc2)c1C	5.3
COc1cc(C2OC(=O)C3C(c4ccc(OC(C)=O)c(OC)c4)OC(=O)C23)ccc1OC(C)=O (stereo not given)	-0.1
Cc1nc(-c2ccc(F)cc2)c(CC(=O)Nc2cccc(S(=O)(=O)N3CCOCC3)c2)s1	-0.7
O=C(CN1C(=O)c2cccc([N+](=O)[O-])c2C1=O)OCC(=O)N1CCCCC1	1.1
CCCCn1c(N)c(N(CCOC)C(=O)c2ccc(S(=O)(=O)N3CCCCC3)cc2)c(=O)[nH]c1=O	-0.5

Reformatted bar-delimited: entries from further up
structure | OXTR agonist
CC1CCN(c2ccc3c(c2)S(=O)(=O)c2cccc(C(=O)NCc4cccc(F)c4)c2C3=O)CC1 | 50*
CCOC(=O)N1CCN(C(=O)COC(=O)c2ccc(N(C)C)cc2)CC1 | 0.6
CCN1C(=O)[C@H]2[C@@H](c3ccc(SC4CCCCC4)c(OC)c3)N[C@@](Cc3ccccc3)(C(=O)OC)[C@H]2C1=O | -0.9
Cc1ccc(-c2cc(C(=O)Nc3ccncc3)c3ccccc3n2)cc1 | -1.3
CN(C)S(=O)(=O)c1ccc(Cl)c(NC(=O)COC(=O)/C=C/c2ccc3ccccc3n2)c1 | 2.6
Cc1ccc(NC(=O)CCNS(=O)(=O)c2ccc(Br)cc2)cc1S(=O)(=O)N1CCOCC1 | -1.2
Cc1cccc(NS(=O)(=O)c2ccc(C(=O)N3CCC3)cc2)c1C | 5.3

The list continues:
SMILES	OXTR agonist
O=C(OCC(=O)N1CCc2ccccc21)[C@@H]1CC(O)CN1S(=O)(=O)c1ccc(Cl)cc1 (stereo not given in full)	0.7
Cn1cccc1C(=O)NCC(c1ccco1)N1CCCCC1 (stereo not given)	1.1
CCOc1ccc(OCC(=O)N(CCC2=CCCCC2)c2c(N)n(Cc3ccccc3)c(=O)[nH]c2=O)cc1	0.0
CN(C(=O)COC(=O)COc1ccc2c(c1)CCC2)c1c(N)n(Cc2ccccc2)c(=O)[nH]c1=O	-1.2
O=C1CC(NS(=O)(=O)c2cc(F)ccc2F)CN1c1ccc2c(c1)OCCO2 (stereo not given)	1.1
CCOc1ccc(NS(=O)(=O)c2ccc(C(=O)NCC3(N(C)C)CCCCC3)cc2)cc1	24*
CSCCC(NC(=O)c1ccc(C(C)(C)C)cc1)C(=O)OCC(=O)N1CCCC1=O (stereo not given)	0.8
Cc1n[nH]c(C)c1S(=O)(=O)N1CCN(S(=O)(=O)c2ccccc2C#N)CC1	-0.4
COc1ccc(C(=O)OCC(=O)c2c[nH]c3ccccc23)c(OC)c1	6.2
Cc1ccc(C(=O)OCC(=O)NCCNC(=O)COC(=O)c2ccc(C)s2)s1	-1.4
C[C@]12c3[nH]c4ccccc4c3CCN1C(=O)C(CC(=O)NCC13CC4CC(CC(C4)C1)C3)C[C@@H]2C(=O)N1CCOCC1 (stereo not given in full)	-0.7
O=C(CCC(=O)c1cccs1)OCC(=O)c1ccccc1	-0.7
Cc1ccc(NC(=O)CN(C)C(=O)/C=C/c2ccc3c(c2)OCO3)cc1	-2.1
O=C(COC(=O)c1cc(S(=O)(=O)N2CCOCC2)ccc1F)Nc1ccc(Cl)cn1	6.6
COc1ccc(C(=O)OCC(=O)NC2CC2)cc1OC	0.8
O=C(CN1C(=O)NC2(CCCCC2)C1=O)Nc1cccc(Cl)c1Cl	2.4
Cc1ccccc1OCCC(=O)OCC(=O)NC1CCS(=O)(=O)C1 (stereo not given)	0.5
CNC(=O)c1cccc(NC(=O)c2cc(-c3ccccc3)nc3c2cnn3C(C)C)c1	0.8
CCN(CC)C(=O)COc1ccc(/C=N/NC(=O)c2cc(-c3ccccc3OC)nc3ccccc23)cc1OC	0.1
